High-throughput results: PubChem, Broad Institute
CFTR F508del cor = F508del CFTR correction, initial screen, CFBE line, single point | 350,000 tested, 0.36% active | activity (quench increase), % at 7.58 µM | AID 720511, 2013 | CFBE cells, YFP halide quenching; stimulated with forskolin plus potentiator P3; % fluorescence drop versus neutral controls;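 active means mean added fluorescence quench of at least 8% versus neutral control, with both replicates also reaching 8%; inconclusive means only one of the mean or replicate conditions met; inactive means mean below 8% and not both replicates reaching 8%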;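 further: cells transiently co-express mutant CFTR-F508del with the halide-sensitive YFP; corrector assay measuring rescue of mutant channel to the surface after 24 h compound exposure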
RAD52 inh = RAD52 DNA annealing inhibitors, primary screen, biochemical, FRET, single point, set 2 | inhibition, % at 18.7 µM | 360,000 tested, 0.46% active | recombinant RAD52 DNA annealing, FRET fluorescence | DNA repair protein RAD52 homolog (Homo sapiens), P43351;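 active means every replicate showing at least 50% inhibition; inconclusive means mean inhibition at least 50% but not in every replicate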
Target sequence (P43351 whole entry, looked up): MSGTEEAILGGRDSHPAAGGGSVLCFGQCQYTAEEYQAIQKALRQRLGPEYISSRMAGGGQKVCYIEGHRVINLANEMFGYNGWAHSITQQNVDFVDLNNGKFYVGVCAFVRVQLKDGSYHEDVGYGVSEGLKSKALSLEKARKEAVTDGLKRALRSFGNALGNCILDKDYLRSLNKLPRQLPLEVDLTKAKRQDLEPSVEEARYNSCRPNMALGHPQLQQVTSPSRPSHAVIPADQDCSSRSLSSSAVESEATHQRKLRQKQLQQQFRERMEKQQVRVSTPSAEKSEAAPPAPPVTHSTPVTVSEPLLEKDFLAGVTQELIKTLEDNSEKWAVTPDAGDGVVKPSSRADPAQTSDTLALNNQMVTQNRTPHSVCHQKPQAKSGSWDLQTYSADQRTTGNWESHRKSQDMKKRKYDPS
DENV2 CPE rescue = inhibitors of DENV2 cytopathic effect, primary screen, cell-based, plate reader, single concentration. CPE inhibition, % at 9.99 µM. AID 651640, 2012. 350,000 tested, 1.7% active. DENV2-infected cells, cytopathic effect rescue; in the data active means CPE inhibition above about 20%, passing the limit was not always enough; inconclusive means no clear call, values can overlap the other calls; tested in BHK-21 cells;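 further: 0% = median of neutral control wells and 100% = median of positive control wells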
XiGFP reactiv = activators of inactive X chromosome reactivation, primary screen, imaging, XiGFP fibroblasts, GFP high-content imaging, set 2; 360,000 tested, 0.055% active; activation, % at 7.58 µM; AID 743238, 2013; XiGFP mouse fibroblasts, % GFP-positive cells imaging, 3 d; cells co-treated with 5-aza-dC sensitizer; scaled so ellipticine positive control = 100%;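 active means mean normalized replicate activation at least 10% and every replicate at or above 10%; inconclusive means only one of the two criteria met; inactive means mean below 10% and not all replicates reach 10%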;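 further: 0% = median of on-plate neutral control wells and 100% = ellipticine 6 µM median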
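System: 68-5-11 XiGFP fibroblast line; Timing: 3 days compound exposure; Compound dosing: one concentration, pinned; Benchmarks: positive control ellipticine, 6 µM final; Buffer or medium: DMEM containing 5-aza-dC.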
RAD54 branch = inhibitors of human RAD54 branch migration, primary screen, biochemical, fluorescence, single point; AID 602329, 2012; 360,000 tested, 0.14% active; RAD54 Holliday junction branch migration, FAM/BHQ fluorescence; inhibition, % at 10.4 µM;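 active means mean normalized replicate activity at least 40 and at least half of replicates scoring 40 or more; inconclusive means only one of the two criteria met; inactive means mean below 40 and under half of replicates reaching 40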;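 further: 0% = median of neutral control wells and 100% = median of positive control wells; inhibitors cause a drop in the FAM fluorescence signal; in these data hits start at about 50%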
GSIS activator = GLuc luminescence reporter in INS-1E cells, primary screen for activators of glucose-dependent secretion of insulin; INS-1E GLuc reporter insulin secretion, 2-3 h; activation, % at 16.6 µM; 370,000 tested, 0.61% active; AID 743287, 2014;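 active means lowest replicate activation of at least 40%, so every replicate reaches that level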;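 further: 0% = median of neutral control wells and 100% = median of IBMX positive control wells; some compounds called inactive have numbers as strong as hits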
E-sel inducer = E-selectin induction in HUVECs, primary screen, imaging, HUVEC, immunofluorescence imaging, single point | P16581 | normalized: neutral wells 0, TNF-alpha wells 100 | activation, % at 7.58 µM | 260,000 tested, 0.37% active | AID 686992, 2013;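 active means mean E-selectin-positive cell signal at least 10% of the positive control, reached in at least 60% of replicates, without over 20% cell loss; inconclusive means no rule given, readout overlaps actives, possibly toxicity-flagged; inactive means the rest, including those meeting only one limit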;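 further: in these data hits start at about 27%; measured in HUVEC primary endothelial cells; signal is the percent of cells scored E-selectin positive by PE staining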
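Read-out: % PE-positive cells | Test system: HUVEC | Doses: One compound dose added by pin transfer | Buffer or medium: EGM-2 over gelatin coat | Signal: Immunofluorescence imaging | Benchmarks: TNF-alpha, DMSO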
Casp6 inh = human caspase-6 inhibitors, primary screen, biochemical, VEID-R110 fluorescence, single point, set 2. P55212. inhibition, % at 12.5 µM. purified caspase-6, Z-VEID-R110 cleavage fluorescence. 350,000 tested, 0.53% active. AID 686996, 2013;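 active means mean inhibition across replicates at least about 35%, with every replicate also reaching that limit, limit read from the data; inconclusive means only one of the two criteria met; inactive means neither criterion met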;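 further: 0% = median of neutral control wells and 100% = no fluorescence left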
Target sequence (P55212 24-179 limits assumed): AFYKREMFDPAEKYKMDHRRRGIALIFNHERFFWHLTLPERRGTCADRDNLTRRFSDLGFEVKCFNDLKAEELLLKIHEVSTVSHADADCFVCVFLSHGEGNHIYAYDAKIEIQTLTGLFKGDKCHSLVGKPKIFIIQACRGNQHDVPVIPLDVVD
Target sequence (P55212 194-293 limits assumed): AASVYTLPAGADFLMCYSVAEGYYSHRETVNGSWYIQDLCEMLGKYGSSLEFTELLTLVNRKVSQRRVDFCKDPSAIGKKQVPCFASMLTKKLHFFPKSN
Numbers without * were called inactive; ? = inconclusive; · = no result given.

SMILES	CFTR F508del cor	RAD52 inh	DENV2 CPE rescue	XiGFP reactiv	RAD54 branch	GSIS activator	E-sel inducer	Casp6 inh
O=C(O)C1(c2ccccc2)CCC(Nc2ccccc2)C1 (configuration not stated)	3.1	-13.0	-1.0	0.0	1.0	·	·	6.7
O=C(COC(=O)C1CCC1)c1c[nH]c2ccccc12	1.5	-20.4	2.7	0.0	-7.8	3.1	0.0	-7.2
CCC(=O)N[C@@H]1CC[C@H](CC(=O)NCc2ccccc2OC)O[C@H]1CO	-2.5	-0.9	4.9	0.1	4.0	17.2	0.1	-0.5
O=C(CNS(=O)(=O)c1ccccc1)NNC(=O)C(Cl)Cl	2.5	-2.3	5.5	0.0	-4.1	8.2	·	5.4
COc1ccc(-c2nc(NC(=O)Cn3c(=O)oc4ccccc43)sc2C)cc1	3.1	-20.7	-1.8	0.0	4.8	-13.8	39.0*	8.5
Cc1ccc(C)c(NC(=S)/C(=C(\[O-])c2ccc(OC(F)F)cc2)[n+]2ccccc2)c1	-0.4	-7.3	-4.2	0.0	4.5	-1.2	·	-2.5
CCN(CC)c1ncnc2c1cnn2Cc1ccc(Cl)cc1	2.1	0.6	4.4	0.0	·	-18.2	·	6.9
O=C(NCCc1ccc(F)cc1)C1CCN(C(=O)Nc2ccccc2)CC1	3.6	-2.5	1.7	0.0	4.5	-4.4	·	-2.3
COC(=O)c1c(NC(=O)Cc2ccccc2)sc(C)c1C	·	-10.5	·	·	14.2	-18.2	·	2.8
CCC(=O)Nc1ccc2c(c1)C(=O)N(C)C[C@@H](OC)[C@@H](C)CN(Cc1ccccc1OC)[C@@H](C)CO2	·	39.6	-8.9	0.5	-7.1	-8.2	-0.1	2.0
CCN1C(=O)C(=O)N(CC(=O)Nc2ccccc2OC(F)F)C1=O	-3.7	-14.3	7.6	0.8	-1.1	7.7	1.0	-1.0
CNC(=O)C[C@H]1CC[C@@H]2[C@H](COc3ccc(NC(=O)NCc4ccccc4)cc3C(=O)N2C)O1	1.6	·	0.2	0.2	-1.5	7.7	0.0	·
COc1ccc(C(=O)c2ccccc2)c(OCC(=O)N(C)C)c1	·	-4.9	?	0.1	·	-2.7	·	0.2
CCN(CC)S(=O)(=O)c1cccc(NC(=O)COC(=O)CCc2nc3ccccc3s2)c1	-2.3	-19.1	3.5	·	-4.4	-0.1	·	2.1
Cc1ccc(Oc2cccc3c2S(=O)(=O)N([C@H](C)c2ccccc2)C[C@@H](COCc2ccccc2)O3)cc1	5.9	-8.4	-9.9	0.1	·	18.9	?	-3.0
Cc1noc(C)c1NC(=O)N(C)C[C@H]1OCCCC[C@@H](C)Oc2ccc(N(C)C)cc2C(=O)N([C@@H](C)CO)C[C@H]1C	0.9	-26.6	7.3	0.1	1.2	5.0	0.6	-2.8
Cc1nc(SCC(=O)NCCN2C(=O)CSC2=O)nc(C)c1C	-0.4	7.3	-3.7	0.1	5.6	4.5	-0.3	4.2
c1ccc(CN2CCOCCOCCOCCOCCOCCOCC2)cc1	·	-7.1	3.4	0.1	-5.2	1.3	·	-7.5
COCC(=O)Nc1ccc2c(c1)C(=O)N(C)C[C@H](OC)[C@@H](C)CN(CC1CCCCC1)[C@H](C)CO2	-0.5	0.4	·	-0.4	-1.7	-19.3	0.6	-4.6
Cc1ccccc1OCCC(=O)OCC(=O)NC(=O)c1ccccc1	1.5	-11.4	8.6	0.1	-4.4	17.9	·	3.3
NC(=O)C1CCN(C(=O)C(=O)c2cn(CC(=O)N3CCCCCC3)c3ccccc23)CC1	-0.8	-60.6	4.7	0.0	0.6	14.0	0.1	-0.9
CCOC(=O)[C@]12CCC=C1N(Cc1cccc3ccccc13)C(=O)[C@H](CC(=O)NCc1ccc(OC)c(OC)c1)C2	3.5	-30.3	-3.0	0.2	·	-52.5	-0.9	-2.6
Cc1cc(Cl)ccc1OCCCC(=O)NCCN1C(=O)S/C(=C\c2cccnc2)C1=O	·	-22.3	12.0	0.0	-0.1	-68.3	2.4	-3.6
O=C(c1cccc([N+](=O)[O-])c1)N1CCN(C(=O)c2ccco2)CC1	-3.7	-17.8	9.0	0.0	-7.1	2.1	12.4	·
Cc1ccccc1C(=O)N1CCN(C(c2ccccc2)c2ccccc2)CC1	2.4	5.6	-0.7	0.0	·	·	·	2.8
CCOC(=O)N1CCN(CCc2ccccc2)CC1	3.3	-0.9	9.5	0.3	-3.7	8.4	-0.1	-2.6
O=C(CSc1ccccc1)Nc1cccc(S(=O)(=O)N2CCCCC2)c1	-0.3	-39.2	?	0.1	2.8	-16.7	·	1.6
CO[C@@H]1CN(C)C(=O)c2cc(NC(=O)C3CC3)ccc2OC[C@@H](C)N(C(=O)NC(C)C)C[C@@H]1C	1.1	·	·	-0.5	·	-2.8	-0.1	·
Cc1ccc(NC(=O)c2ccco2)c(NC(=O)C2CCCO2)c1 (configuration not stated)	0.2	-6.1	0.1	0.1	1.8	7.6	·	1.1
O=C(CC(C(=O)O)c1ccc(Cl)cc1Cl)c1ccc(Cl)cc1 (configuration not stated)	-2.0	-1.7	1.5	0.0	-3.8	-12.8	-0.2	3.2
Cc1ccc(S(=O)(=O)Nc2ccc3c(c2)C(=O)N([C@@H](C)CO)C[C@H](C)[C@H](CN(C)S(=O)(=O)c2ccc(C)cc2)O3)cc1	-1.4	11.9	4.0	0.6	11.3	-8.7	0.8	0.4
CCc1cc(C(=O)N2CCCC(C(=O)c3ccc(OC)c(F)c3)C2)n(C)n1 (configuration not stated)	1.4	-1.5	-5.5	0.0	-8.9	-1.5	-0.3	3.6
COc1cc(/C=C2\C(=N)N3N=C(S(C)(=O)=O)SC3=NC2=O)ccc1OC(=O)c1ccco1	2.1	-79.8	-1.1	0.2	-15.1	3.6	0.3	41.1*
COc1cc(/C=C/C(=O)OCC(=O)Nc2sc3c(c2C#N)CCC(C)C3)ccc1OCC#N (configuration not stated)	-4.7	-11.0	7.6	0.0	·	-1.1	·	-0.8
O=C(NCCC1=CCCCC1)C1CCN(S(=O)(=O)c2ccccc2C(F)(F)F)CC1	2.7	-2.1	?	0.3	·	10.5	0.6	2.5
CCCCN1CC(COCc2ccccc2)Oc2cccc(Oc3ccccc3)c2S1(=O)=O (configuration not stated)	4.2	3.1	0.3	-0.1	1.4	4.2	-0.1	·
NC(=O)Cc1ccc(OCc2nn[nH]n2)cc1	·	-3.1	0.7	0.0	6.7	·	·	2.1
Cc1oc(-c2ccccc2Cl)nc1CS(=O)(=O)CC(=O)NC1CCCC1	3.2	-7.7	2.1	-0.2	0.4	-11.7	-0.8	-1.3
O=C(NCCCN1CCOCC1)C1CCN(S(=O)(=O)c2cccc(C(F)(F)F)c2)CC1	3.1	-9.3	-5.9	0.0	-4.3	-4.1	-0.7	-1.4
COc1cccc(NC(=O)CN(C)C(=O)c2c(-c3c(F)cccc3Cl)noc2C)c1	1.2	4.4	14.7	-0.1	5.3	-18.5	-0.1	0.5
CCC(=O)N1[C@H](CN(C)C(=O)CN2CCOCC2)[C@@H](c2ccccc2)[C@@H]1CO	1.0	·	29.3	-0.1	-12.2	6.4	0.0	·
C[C@H](CO)N1C[C@H](C)[C@@H](CN(C)Cc2ccc3c(c2)OCO3)Oc2ccc(NC(=O)C3CCCCC3)cc2CC1=O	0.8	-5.9	?	-0.1	-7.0	-1.3	0.2	2.9
COc1ccc(C(=O)CCC(=O)Nc2ccc(N3CCN(C)CC3)cc2)cc1OC	2.1	8.5	12.6	0.1	8.2	13.0	0.0	-35.3
COCC(=O)N1[C@H](C#N)[C@H](c2ccc(C#Cc3ccccc3F)cc2)[C@H]1CO	1.6	-21.6	?	-0.1	-9.2	-6.3	0.2	-3.4
Cc1cccc(NC(=O)c2ccccc2-c2ccccc2)c1	0.5	-5.8	-3.2	0.0	·	17.7	·	0.1
COc1ccccc1/C=N/OCc1cc(C(C)=O)ccc1OC	2.4	-0.9	-0.4	0.0	-0.5	3.2	·	3.5
Cc1c(NC(=O)c2cc3ccccc3o2)cccc1-n1cnnn1	-3.2	-23.0	0.6	0.1	4.1	1.2	0.0	0.5
COc1ccc(CN(C)C[C@@H]2OCCCC[C@@H](C)Oc3ccc(NC(=O)Nc4ccc(F)cc4)cc3C(=O)N([C@@H](C)CO)C[C@H]2C)cc1	1.2	2.6	-10.2	-0.1	4.7	-19.6	0.0	-0.1

3 entries from above, arranged by heavy-atom count, rising:
SMILES	CFTR F508del cor	RAD52 inh	DENV2 CPE rescue	XiGFP reactiv	RAD54 branch	GSIS activator	E-sel inducer	Casp6 inh
CCOC(=O)N1CCN(CCc2ccccc2)CC1	3.3	-0.9	9.5	0.3	-3.7	8.4	-0.1	-2.6
O=C(c1cccc([N+](=O)[O-])c1)N1CCN(C(=O)c2ccco2)CC1	-3.7	-17.8	9.0	0.0	-7.1	2.1	12.4	·
CO[C@@H]1CN(C)C(=O)c2cc(NC(=O)C3CC3)ccc2OC[C@@H](C)N(C(=O)NC(C)C)C[C@@H]1C	1.1	·	·	-0.5	·	-2.8	-0.1	·

Taken from above:
DENV2 CPE rescue with Cc1cc(Cl)ccc1OCCCC(=O)NCCN1C(=O)S/C(=C\c2cccnc2)C1=O reads 12.0
E-sel inducer with O=C(COC(=O)C1CCC1)c1c[nH]c2ccccc12 reads 0.0
CFTR F508del cor with CCC(=O)N1[C@H](CN(C)C(=O)CN2CCOCC2)[C@@H](c2ccccc2)[C@@H]1CO reads 1.0
RAD52 inh with NC(=O)C1CCN(C(=O)C(=O)c2cn(CC(=O)N3CCCCCC3)c3ccccc23)CC1 reads -60.6

More structures:
SMILES	CFTR F508del cor	RAD52 inh	DENV2 CPE rescue	XiGFP reactiv	RAD54 branch	GSIS activator	E-sel inducer	Casp6 inh
Cc1nnsc1C(=O)NNC(=O)Nc1ccccc1	-0.3	2.4	2.2	0.0	·	-3.7	·	-0.6
Cc1cc(C)c(C)c(S(=O)(=O)N[C@@H](C)C(=O)OCc2cc(=O)n3cc(Br)ccc3n2)c1C	2.1	-4.0	2.5	0.0	7.0	-7.4	9.2	7.3
OC[C@H]1[C@@H](c2ccc(-c3cccc(F)c3)cc2)[C@@H]2CN(Cc3cncnc3)CCCCN12	1.0	-9.1	?	0.0	-1.1	0.5	-0.2	1.2
Cc1ccccc1Cn1c(C)c(C(=O)NCc2ccc(Cl)c(Cl)c2)sc1=O	1.5	-14.3	6.0	0.1	9.1	-20.3	·	-1.5
O=C(C[C@H]1C[C@H](C(=O)N2CCOCC2)[C@@]2(CCC3CCCC3)c3[nH]c4ccc(Cl)cc4c3CCN2C1=O)NCCc1ccccn1	4.9	-31.2	4.9	-0.1	-1.4	9.1	4.2	-21.1
COc1ccc(S(=O)(=O)N(C)C[C@@H]2OCCCC[C@H](C)Oc3ccc(NS(=O)(=O)c4ccc(C)cc4)cc3C(=O)N([C@H](C)CO)C[C@H]2C)cc1	0.8	-19.2	-13.6	0.0	22.8	11.8	0.4	-0.4
